EZH2 inh – EZH2/PRC2 methyltransferase inhibitors, primary screen, biochemical, DELFIA time-resolved fluorescence, single point; 57,000 compounds, 0.35% hits; inhibition, % at 12.5 µM; PRC2 H3K27 methylation, DELFIA TRF, 1 h; AID 651548, 2012; Histone-lysine N-methyltransferase EZH2 (Homo sapiens), Q15910;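 active = mean inhibition of replicates at least 50% and every single replicate also reaching 50%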;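 also: dimethyl H3K27 on biotinylated H3 21-44 peptide detected by antibody; plate controls were median neutral control wells for no effect and median positive control wells for full effect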
IDH1 R132H inh – inhibitors of IDH1 R132H reductase, primary screen, biochemical, plate reader, single point; Isocitrate dehydrogenase [NADP] cytoplasmic (Homo sapiens), O75874; diaphorase/resazurin fluorescence, 60 min; inhibition, % at 10 µM; 70,000 compounds, 0.18% hits; AID 624101, 2012; in the data active = inhibition above about 34%;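 also: 0% = DMSO and 100% = no enzyme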
Target sequence (O75874 whole entry R132H): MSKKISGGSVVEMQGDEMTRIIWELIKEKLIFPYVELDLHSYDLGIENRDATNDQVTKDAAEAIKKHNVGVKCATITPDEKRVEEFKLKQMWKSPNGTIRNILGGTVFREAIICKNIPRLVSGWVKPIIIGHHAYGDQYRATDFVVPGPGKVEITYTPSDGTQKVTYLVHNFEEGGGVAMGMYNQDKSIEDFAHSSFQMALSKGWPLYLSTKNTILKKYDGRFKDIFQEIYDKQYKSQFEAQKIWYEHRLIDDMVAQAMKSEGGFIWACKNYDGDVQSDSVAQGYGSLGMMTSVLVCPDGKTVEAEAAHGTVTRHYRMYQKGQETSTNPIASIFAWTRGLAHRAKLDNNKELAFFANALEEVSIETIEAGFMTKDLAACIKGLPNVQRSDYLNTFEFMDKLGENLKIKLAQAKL
The depositor's hits bear a star; . = no result given; & = joins results of further samples.

SMILES | EZH2 inh | IDH1 R132H inh
CN1CCN(C(=O)C[C@H]2C[C@@H]3c4cc(NC(=O)Cc5ccncc5)ccc4O[C@@H]3[C@H](CO)O2)CC1 | 2 | -0.2
CC(C)NC(=O)Nc1ccc2c(c1)C(=O)N([C@H](C)CO)C[C@H](C)[C@H](CN(C)C(=O)c1ccccc1)OCCCC[C@@H](C)O2 | 0 | 0.8
COc1cccc(S(=O)(=O)N(C)C[C@H]2OCc3ccccc3-c3c(n(C)c4ccccc34)C(=O)N([C@@H](C)CO)C[C@H]2C)c1 | -18 | 0.0
C[C@H](CO)N1C[C@H](C)[C@H](CN(C)S(C)(=O)=O)Oc2ncc(C#Cc3cccnc3)cc2C1=O | -4 | .
Cc1noc(C)c1NC(=O)Nc1cccc2c1O[C@@H](CN(C)Cc1ccc(Cl)c(Cl)c1)[C@@H](C)CN([C@H](C)CO)C2=O | 4 | -1.0
COc1ccc(NC(=O)Nc2ccc3c(c2)C(=O)N([C@H](C)CO)C[C@H](C)[C@@H](CN(C)C(=O)Cc2ccccc2)OCCCC[C@@H](C)O3)cc1 | . | 3.3
C[C@@H]1CN([C@@H](C)CO)C(=O)c2cc(C#Cc3ccccc3F)cnc2O[C@H]1CN(C)C(=O)Cc1ccncc1 | . | -0.1
CO[C@@H]1CN(C)C(=O)c2cc(NS(=O)(=O)c3ccccc3)ccc2OC[C@@H](C)N(Cc2ccccn2)C[C@@H]1C | -10 | 0.0
Cn1nnnc1SCC1=C(C(=O)O)N2C(=O)[C@@H](NC(=O)[C@H](O)c3ccccc3)[C@H]2SC1 | . | 1.1
COC(=O)C[C@H]1C[C@@H]2c3cc(NC(=O)C4CCC4)ccc3O[C@@H]2[C@@H](CO)O1 | 5 | -1.4
C/C=C/c1cnc2c(c1)C(=O)N([C@@H](C)CO)C[C@H](C)[C@@H](CN(C)Cc1ccncc1)O2 | . | 0.2
CCNc1nc(NC(C)(C)C)nc(SCC(N)=O)n1 | . | 0.1
CN1CCN(C(=O)C2=C[C@@H](C3CCCCC3)C[C@@H](OCCCCO)O2)CC1 | -2 | .
C[C@H](CO)N1C[C@H](C)[C@@H](CN(C)C(=O)Nc2ccc(C(F)(F)F)cc2)Oc2ccc(NC(=O)c3ccncc3)cc2CC1=O | 1 | 0.7
Cc1ccc(S(=O)(=O)Nc2ccc3c(c2)C(=O)N([C@@H](C)CO)C[C@H](C)[C@@H](CN(C)S(=O)(=O)c2ccc(F)cc2)OCCCC[C@H](C)O3)cc1 | . | 0.4
C[C@@H](NC(=O)C[C@@H]1CC[C@@H](NC(=O)C2CCC2)[C@H](CO)O1)c1ccccc1 | -6 | 0.2
O=C(Nc1ccccc1)N[C@@H]1CC[C@H](CCn2cc(C3(O)CCCC3)nn2)O[C@@H]1CO | -9 | -0.2
C[C@@H]1CCCCO[C@@H](CN(C)Cc2ccncc2)[C@H](C)CN([C@H](C)CO)C(=O)c2cc(NC(=O)NC3CCCCC3)ccc2O1 | -2 | 6.0
COc1ccc(-c2ccc3c(c2)O[C@@H](CN(C)CC2CCOCC2)[C@H](C)CN([C@@H](C)CO)S3(=O)=O)cc1 | . | -0.3
C[C@H](CO)N1C[C@H](C)[C@@H](CN(C)Cc2ccccn2)Oc2ncc(Br)cc2C1=O | 3 | -0.2
Cc1ccc(S(=O)(=O)N[C@@H]2CC[C@@H](CCn3cc(C4(O)CCCC4)nn3)O[C@H]2CO)cc1 | -6 | 0.0
C[C@@H]1CN([C@@H](C)CO)C(=O)c2cc(NC(=O)NC3CCCCC3)ccc2O[C@@H]1CN(C)S(=O)(=O)c1cccs1 | . | 1.1
C[C@H](CO)N1C[C@H](C)[C@H](CN(C)S(=O)(=O)c2ccccc2)OCCCC[C@H](C)Oc2ccc(NC(=O)c3ccncc3)cc2C1=O | . | 2.2
C[C@@H]1CN([C@@H](C)CO)C(=O)c2cc(-c3cccc(F)c3)cnc2O[C@H]1CN(C)Cc1cccnc1 | 21 | 1.3
CO[C@@H]1CN(C)C(=O)c2cc(NC(=O)C3CC3)ccc2OC[C@H](C)N(C(=O)c2cccnc2)C[C@H]1C | 1 | 0.0
Remaining list, next part:
SMILES | EZH2 inh | IDH1 R132H inh
CCCNC(=O)C[C@@H]1C[C@@H]2c3cc(NC(=O)C4CCOCC4)ccc3O[C@@H]2[C@@H](CO)O1 | 0 | 2.7
Cc1ccccc1-c1cnc2c(c1)C(=O)N([C@@H](C)CO)C[C@H](C)[C@@H](CN(C)C(=O)c1ccncc1)O2 | . | -0.1
Cc1cc(N(CC(=O)NC2CCCCC2)S(C)(=O)=O)ccc1Br | 15 | 0.2
C[C@@H]1CN([C@H](C)CO)C(=O)c2cc(C#CC3CCCCC3)cnc2O[C@H]1CN(C)Cc1cccnc1 | -4&-10 | 3.1
C[C@H](CO)N1C[C@H](C)[C@H](CN(C)C(=O)Nc2cccc(F)c2)Oc2ncc(C#CCN(C)C)cc2C1=O | . | -0.8
Cc1ccc(S(=O)(=O)N(C)C[C@H]2Oc3cc(-c4cccc(F)c4)ccc3S(=O)(=O)N([C@@H](C)CO)C[C@@H]2C)cc1 | -20 | 87*
Cc1ccccc1NC(=O)Cn1cnc2sc(C)c(C)c2c1=O | 10 | 0.1
CO[C@H]1CN(C)C(=O)c2ccc(NC(C)=O)cc2OC[C@H](C)N(C(=O)CC2CC2)C[C@H]1C | 4 | 0.0
C[C@@H]1CN([C@@H](C)CO)C(=O)CCCn2nncc2CO[C@H]1CN(C)C(=O)c1cc(-c2ccccc2)on1 | . | 1.2
C[C@@H]1CN([C@H](C)CO)C(=O)c2cc(NS(=O)(=O)c3ccc(Cl)cc3)ccc2O[C@@H]1CN(C)Cc1ccc(-c2ccccc2)cc1 | . | -3.2
COc1cccc(-c2ccc3c(c2)O[C@H](CN(C)Cc2cccnc2)[C@H](C)CN([C@H](C)CO)S3(=O)=O)c1 | . | -0.1
C[C@H]1CN([C@@H](C)CO)S(=O)(=O)c2ccc(-c3cncnc3)cc2O[C@@H]1CN(C)C(=O)c1cccc(F)c1 | 1 | 3.0
C[C@@H]1CN([C@H](C)CO)S(=O)(=O)c2ccc(C3=CCCCC3)cc2O[C@@H]1CN(C)C(=O)CN(C)C | -40 | .
C[C@@H]1CCCCO[C@@H](CN(C)S(C)(=O)=O)[C@H](C)CN([C@H](C)CO)C(=O)c2cc(NC(=O)Nc3ccc(C(F)(F)F)cc3)ccc2O1 | . | 0.8
C[C@H](CO)N1C[C@H](C)[C@H](CN(C)C(=O)c2ccc(F)cc2)OCc2ccccc2-c2ccccc2C1=O | 13 | -3.1
O=C(CSc1nnc(-c2ccncc2)n1-c1ccccc1)Nc1ccc(Br)cc1 | -6 | -0.1
COCC(=O)N(C)C[C@@H]1Oc2cc(-c3ccc(OC)cc3)ccc2S(=O)(=O)N([C@@H](C)CO)C[C@H]1C | . | -0.4
CCC(=O)N(C)C[C@H]1Oc2ncc(-c3ccccc3OC)cc2C(=O)N([C@H](C)CO)C[C@H]1C | . | -15
CC(=O)NCCOc1nc(N(C)C)nc(N2CCOCC2)n1 | 12 | 0.9
CCCN1C(=O)C(O)(CC(=O)c2ccc(OC)c([N+](=O)[O-])c2)c2cc(Br)ccc21 (stereo not given) | 8 | 0.2
O=C(N[C@@H]1CC[C@H](CCn2cc(Cc3ccccc3)nn2)O[C@H]1CO)c1ccccn1 | -1 | -0.3
O=C(NCc1nc2ccccc2[nH]1)C1=C[C@H](C2CC2)C[C@H](OCCCCO)O1 | 2 | .
Cc1ccc(S(=O)(=O)Nc2ccc3c(c2)C(=O)N([C@@H](C)CO)C[C@@H](C)[C@@H](CN(C)Cc2ccncc2)O3)cc1 | -4 | 7.3
C[C@@H]1CN([C@H](C)CO)C(=O)Cc2cc(NC(=O)C3CCCCC3)ccc2O[C@@H]1CN(C)C(=O)Nc1ccccc1 | 2 | .
C[C@@H]1CN([C@@H](C)CO)S(=O)(=O)c2ccc(-c3cccnc3)cc2O[C@H]1CN(C)C(=O)C1CC1 | -10 | .
(more compounds)
SMILES | EZH2 inh | IDH1 R132H inh
COc1ccc(CN(C)C[C@H]2Oc3ccc(NS(=O)(=O)c4ccccc4)cc3CC(=O)N([C@H](C)CO)C[C@@H]2C)cc1 | . | 1.1
CCN(CC)CCOC(=O)C1(c2ccc([N+](=O)[O-])cc2)CCCC1 | . | -0.7
COc1ccc(NC(=O)Nc2ccc3c(c2)C(=O)N([C@@H](C)CO)C[C@@H](C)[C@H](CN(C)C(=O)CCC(F)(F)F)OCCCC[C@@H](C)O3)cc1 | . | 3.2
C[C@@H]1CN([C@@H](C)CO)C(=O)c2cc(NS(=O)(=O)c3cn(C)cn3)ccc2O[C@H]1CN(C)C(=O)Nc1ccccc1 | . | 2.0
C[C@H](CO)N1C[C@H](C)[C@@H](CN(C)S(=O)(=O)c2cccs2)Oc2c(NC(=O)C3CC3)cccc2C1=O | . | 2.1
C[C@H]1CN([C@@H](C)CO)C(=O)c2cccc(NS(=O)(=O)c3ccc(Cl)cc3)c2O[C@H]1CN(C)S(=O)(=O)c1cccs1 | . | -0.5
C[C@@H]1CCCCO[C@@H](CN(C)S(=O)(=O)c2cn(C)cn2)[C@H](C)CN([C@H](C)CO)C(=O)c2cc(NS(C)(=O)=O)ccc2O1 | . | -5.0
CC(C)(C)c1ccc(Oc2ccc(NC(=O)C3CC=CCC3C(=O)O)cc2)cc1 (stereo not given) | 7 | 0.4
O=C1O[C@H](c2ccccc2)[C@H](c2ccccc2)N2[C@H]1[C@@H](C(=O)N1CCCCCCC1)[C@]1(C(=O)Nc3ccc(C#CC4=CCCCC4)cc31)[C@H]2c1ccc(OCCO)cc1 | -27 | .
CC(C)Cc1nc(SC(C)C(=O)Nc2cccc(Cl)c2)n[nH]1 (stereo not given) | -5 | -0.1
COc1cc(CO)cc(I)c1O[C@H]1C=C(C(=O)NCCO)C[C@@H](N(C(=O)c2cc3ccccc3oc2=O)C2CCCCCC2)[C@@H]1O | -9 | .
CNC[C@@H]1Oc2ncc(C#Cc3ccc(F)cc3)cc2C(=O)N([C@H](C)CO)C[C@@H]1C | -28 | 0.4
C[C@@H]1CN([C@@H](C)CO)C(=O)c2cc(C#CCN(C)C)cnc2O[C@H]1CN(C)S(C)(=O)=O | -13 | -0.1
C[C@H](CO)N1C[C@H](C)[C@H](CN(C)CC2CC2)Oc2ccc(NC(=O)Nc3ccc(F)cc3)cc2CC1=O | -10 | -1.7
CCC(=O)N1C[C@H](C)[C@@H](OC)CN(C)C(=O)c2cc(NC(=O)Nc3ccccc3)ccc2OC[C@H]1C | -1 | -0.3
C[C@H]1CN([C@@H](C)CO)C(=O)Cc2cc(N(C)C)ccc2O[C@@H]1CN(C)S(=O)(=O)c1ccc(F)cc1 | . | 0.1
CCOC(=O)c1c(NC(=O)CSc2nc(C)cc(C(F)(F)F)n2)sc2c1CCCC2 | 4 | 0.2
CO[C@@H]1CN(C)C(=O)c2ccc(NS(=O)(=O)c3ccccc3C)cc2OC[C@@H](C)N(S(C)(=O)=O)C[C@H]1C | -5 | -0.4
Cc1noc(C)c1NC(=O)Nc1cccc2c1O[C@H](CN(C)Cc1ccc(Cl)c(Cl)c1)[C@H](C)CN([C@@H](C)CO)C2=O | 9 | 1.0
Cc1noc(C)c1NC(=O)N(C)C[C@@H]1Oc2ncc(C3=CCCCC3)cc2C(=O)N([C@@H](C)CO)C[C@@H]1C | 5 | 0.8
CCn1c(SCc2nc3ccccc3c(=O)[nH]2)nnc1-c1cccnc1 | 7 | -0.1
CC(C)NCC(O)COc1ccc(CC(N)=O)cc1 (stereo not given) | . | 0.2
Cc1ccc(NC(=O)C(C)Sc2nnc(-c3cccc([N+](=O)[O-])c3)n2C)cc1 (stereo not given) | 0 | 0.1
COC(=O)CCCCCCC(=O)N/N=C/c1ccccc1C(=O)O | -21 | .
CNC[C@@H]1Oc2c(NC(=O)c3cnccn3)cccc2C(=O)N([C@@H](C)CO)C[C@@H]1C | 0 | 1.5
Cn1nnnc1SCC(=O)Nc1ccc(N2CCOCC2)c(Cl)c1 | 2 | 0.4
CO[C@@H]1CN(C)C(=O)c2ccc(NS(C)(=O)=O)cc2OC[C@H](C)N(C)C[C@@H]1C | 8 | 0.1

Only part of the results is shown, so the mix of outcomes need not match the whole.
